Source: PubChem BioAssay (National Center for Advancing Translational Sciences (NCATS))
KCNH2 3.1 inh = inhibitors of human KCNH2 3.1 potassium channel isoform. U2OS KCNH2 3.1, thallium flux FluxOr; active compounds read low. activity change, % (tested at about 1.8 µM). 0.95% of 340,000 active. AID 720553;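 active = maximum activity change below -70%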;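 note: thallium influx rate constant from kinetic fluorescence after stimulation buffer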
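We transduce U2OS cells with the mutant 3.1 virus, culture them overnight, load FluxOr with Red40 quencher for 45 min, then add stimulation buffer and read kinetically for 2 min to derive a normalized rate constant.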
KCNH2 WT inh = blocks the wildtype human KCNH2 potassium channel; U2OS, BacMam KCNH2, thallium flux FluxOr; active compounds read low; activity change, % at 1.84 µM; 0.37% of 340,000 active;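 active = maximum activity change below -70%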
Target sequence (Q12809 whole entry, looked up): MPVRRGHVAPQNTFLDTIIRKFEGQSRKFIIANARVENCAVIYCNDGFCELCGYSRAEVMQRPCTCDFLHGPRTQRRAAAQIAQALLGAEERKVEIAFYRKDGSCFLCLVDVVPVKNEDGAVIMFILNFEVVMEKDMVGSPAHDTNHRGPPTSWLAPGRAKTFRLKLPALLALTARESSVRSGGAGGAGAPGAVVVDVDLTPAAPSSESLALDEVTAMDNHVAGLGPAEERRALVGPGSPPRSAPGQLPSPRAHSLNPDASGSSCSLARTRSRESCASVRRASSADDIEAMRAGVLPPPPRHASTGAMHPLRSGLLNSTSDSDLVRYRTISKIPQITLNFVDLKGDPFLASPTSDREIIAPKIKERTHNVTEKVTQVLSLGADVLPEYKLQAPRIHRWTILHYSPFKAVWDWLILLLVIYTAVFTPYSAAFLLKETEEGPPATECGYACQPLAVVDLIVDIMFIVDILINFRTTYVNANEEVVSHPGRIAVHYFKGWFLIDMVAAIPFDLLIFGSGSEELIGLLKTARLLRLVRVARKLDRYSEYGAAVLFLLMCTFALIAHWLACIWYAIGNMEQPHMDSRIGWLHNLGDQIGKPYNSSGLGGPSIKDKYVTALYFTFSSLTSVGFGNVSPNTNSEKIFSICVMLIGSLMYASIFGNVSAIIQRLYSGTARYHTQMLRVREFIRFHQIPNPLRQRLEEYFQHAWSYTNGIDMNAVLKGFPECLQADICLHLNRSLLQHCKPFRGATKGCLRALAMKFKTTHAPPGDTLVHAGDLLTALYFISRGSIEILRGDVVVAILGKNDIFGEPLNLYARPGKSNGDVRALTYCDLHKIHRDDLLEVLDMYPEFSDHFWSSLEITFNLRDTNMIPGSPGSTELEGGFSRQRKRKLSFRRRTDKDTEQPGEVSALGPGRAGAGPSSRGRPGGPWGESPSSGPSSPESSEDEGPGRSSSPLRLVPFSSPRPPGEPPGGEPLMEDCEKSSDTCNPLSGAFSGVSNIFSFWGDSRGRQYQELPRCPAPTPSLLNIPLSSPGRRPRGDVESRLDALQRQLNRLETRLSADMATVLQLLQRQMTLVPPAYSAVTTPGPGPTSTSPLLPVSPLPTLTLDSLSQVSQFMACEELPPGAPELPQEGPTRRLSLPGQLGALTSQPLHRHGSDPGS
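U2OS cells were transduced with wild-type KCNH2 virus (2.03 x 10^8 / mL) for 4 h at room temperature, then cultured overnight at 37 C. Thallium flux was read with FluxOr dye. Rate constants were normalized to DMSO controls.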
a7 integrin act = activates integrin-mediated alleviation for muscular dystrophy | alpha7betagal myoblasts, beta-gal FDG fluorescence, 48 h | Potency, µM (highest dose often 38.3 µM), for inactives: at the top dose activation, most hits filed as activators | 0.064% of 350,000 active | AID 624291; active = well fitted activation curve with a large enough effect;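 note: potency is the fitted concentration of half-maximal effect; 100% = response of the positive control SU9516; nearly all actives have a fitted effect of over 60% in size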
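Alpha7betagal+/- myoblasts (passage 13) were plated 16-24 hr, then exposed to compounds (1:260 dilution of DMSO stock) for 48 hours at 37C. After MPER lysis, β-galactosidase reporter activity was read as FDG fluorescence (ex 480/em 540) after 30 minutes.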
Starred values were filed as active, the others as inactive; [ ] = another dose, or the depositor's remark. Unless noted, % is set by controls: 0 for no effect and ±100 for the full control effect. Some of the compounds tested; count on the stated rates, not on these rows.

SMILES	KCNH2 3.1 inh	KCNH2 WT inh	a7 integrin act
CC1C(=O)N(Cc2cn(CCC3OCCO3)nn2)CCS(=O)(=O)N1Cc1ccc(-c2ccc(F)cc2)cc1 (centres undefined)	-9	-17	-20%
COc1ccccc1C(=O)Nc1ccnn1C1CCN(C2CCCCC2)CC1	3	4	-18%
C[C@@H]1CN([C@H](C)CO)C(=O)CCCn2cc(nn2)CO[C@H]1CN(C)S(C)(=O)=O	22	-24	11%
Cn1c(N)c(C(=O)CN2CCN(S(=O)(=O)c3ccccc3C#N)CC2)c(=O)n(C)c1=O	-3	-2	-12%
Cc1noc(C)c1NC(=O)N(C)C[C@@H]1Oc2cc(Br)ccc2S(=O)(=O)N([C@H](C)CO)C[C@@H]1C	6	-14	22%
Cc1ccc(S(=O)(=O)N(C)C)cc1NC(=O)C(C)OC(=O)CC1CC2CCC1C2 (centres undefined)	-24	0	-12%
C[C@H](CO)N1C[C@H](C)[C@@H](CN(C)Cc2ccc(Oc3ccccc3)cc2)Oc2cc(Br)ccc2S1(=O)=O	3	-4	-60%[inhibitor]
CNC[C@@H]1Oc2cc(Br)ccc2S(=O)(=O)N([C@@H](C)CO)C[C@@H]1C	4	-1	12%
COc1ccc(S(=O)(=O)N2CCC(C(=O)N[C@@H](C)C(=O)N3CCCC3)CC2)cc1	17	4	4%
CC1(C)CC2(OC2c2ccccc2)C(=O)c2ccccc21 (centres undefined)	6	-2	-1%
O=S1(=O)N[C@@H](Cc2ccccc2)COc2ccc(Cl)cc21	0	2	18%
CC(=O)N1CC2(CC(c3ccccc3C(F)(F)F)=NO2)CN1c1ccc(Cl)cc1 (centres undefined)	-2	9	-5%
COc1ccc(-c2ccc(CN3C(CC(C)C)C(=O)N(Cc4cn(CC5CCCCC5)nn4)CCS3(=O)=O)cc2)cc1 (centres undefined)	-17	-16	-40%
COc1cc(NC(=O)c2sc3ncn(CC(=O)N4CCCCC4C)c(=O)c3c2C)cc(OC)c1OC (centres undefined)	4	-3	8%
CC1=C(C(=O)N(C)C)CC(CC(=O)NCc2ccco2)C(=O)N1CCC1=CCCCC1 (centres undefined)	-14	3	-15%
C[C@H](CO)N1C[C@H](C)[C@@H](CN(C)Cc2ccc(-c3ccccc3)cc2)OCc2cnnn2CCCC1=O	16	4	8%
O=C(CS(=O)(=O)Cc1ccccc1)c1ccccc1	-7	-8	1%
COc1ccc(CCNC(=O)CN(c2ccccc2)S(=O)(=O)c2ccccc2)cc1	-14	-5	4%
COc1ccc(CCNC(=O)C(=O)c2cn(CC(=O)N3CCCC3)c3ccccc23)cc1	13	-1	-11%
COc1ccc(CCN2CC(C(=O)NCc3cn(C)nc3C)CCC2=O)cc1 (centres undefined)	-29	5	14%
CC(=O)c1ccc2c3c(ccc([N+](=O)[O-])c13)CC2	4	2	12%
CCCc1cc(C(=O)OCC(=O)NCCc2ccccc2)sc1C	3	19	-1%
N#CC1C(=O)Nc2cccnc21 (centres undefined)	9	-9	-7%
Cc1ccc(CCN2CC(C(=O)NC3CCC(C)CC3)CC2=O)cc1 (centres undefined)	11	0	7%
CN(CC(=O)Nc1ccccc1Br)C(=O)C1CCN(C(=O)c2ccc(Cl)cc2)CC1	0	11	30%

Some of the entries so far, with two lines to a compound.
Each structure is followed by: KCNH2 3.1 inh	KCNH2 WT inh	a7 integrin act
O=S1(=O)N[C@@H](Cc2ccccc2)COc2ccc(Cl)cc21
 : 0	2	18%
CC(=O)N1CC2(CC(c3ccccc3C(F)(F)F)=NO2)CN1c1ccc(Cl)cc1 (centres undefined)
 : -2	9	-5%
COc1ccc(-c2ccc(CN3C(CC(C)C)C(=O)N(Cc4cn(CC5CCCCC5)nn4)CCS3(=O)=O)cc2)cc1 (centres undefined)
 : -17	-16	-40%
COc1cc(NC(=O)c2sc3ncn(CC(=O)N4CCCCC4C)c(=O)c3c2C)cc(OC)c1OC (centres undefined)
 : 4	-3	8%
CC1=C(C(=O)N(C)C)CC(CC(=O)NCc2ccco2)C(=O)N1CCC1=CCCCC1 (centres undefined)
 : -14	3	-15%
C[C@H](CO)N1C[C@H](C)[C@@H](CN(C)Cc2ccc(-c3ccccc3)cc2)OCc2cnnn2CCCC1=O
 : 16	4	8%
O=C(CS(=O)(=O)Cc1ccccc1)c1ccccc1
 : -7	-8	1%
COc1ccc(CCNC(=O)CN(c2ccccc2)S(=O)(=O)c2ccccc2)cc1
 : -14	-5	4%
COc1ccc(CCNC(=O)C(=O)c2cn(CC(=O)N3CCCC3)c3ccccc23)cc1
 : 13	-1	-11%
COc1ccc(CCN2CC(C(=O)NCc3cn(C)nc3C)CCC2=O)cc1 (centres undefined)
 : -29	5	14%
CC(=O)c1ccc2c3c(ccc([N+](=O)[O-])c13)CC2
 : 4	2	12%
CCCc1cc(C(=O)OCC(=O)NCCc2ccccc2)sc1C
 : 3	19	-1%
N#CC1C(=O)Nc2cccnc21 (centres undefined)
 : 9	-9	-7%
Cc1ccc(CCN2CC(C(=O)NC3CCC(C)CC3)CC2=O)cc1 (centres undefined)
 : 11	0	7%
CN(CC(=O)Nc1ccccc1Br)C(=O)C1CCN(C(=O)c2ccc(Cl)cc2)CC1
 : 0	11	30%

(list continues)
SMILES	KCNH2 3.1 inh	KCNH2 WT inh	a7 integrin act
COc1ccc(OC)c(C=NNC(=O)NN=Cc2cc(OC)ccc2OC)c1	-6	12	-17%
CSc1ncccc1C(=O)OC(C)C(=O)Nc1ccc2c(c1)OCCO2 (centres undefined)	-27	-1	12%
Cc1ccc(C(=O)CCC(=O)N2CCN(C/C=C/c3ccccc3)CC2)cc1	-2	18	-9%
N#Cc1nc2ccccc2n1OCc1ccccc1	-3	-4	9%
O=C(OCC(=O)N1CCOCC1)c1cncc(Br)c1	2	19	2%
COc1ccc(OC)c(N(CCN2C(=O)c3ccccc3C2=O)C(=O)CCl)c1	1	-5	-62%[inhibitor]
O=C(O)Cc1ccc(NS(=O)(=O)c2ccc3c(c2)OCCO3)cc1	17	10	20%
O=C(O)C(CCc1ccccc1)N1CCOCC1 (centres undefined)	15	-4	-21%
CC(C)CCC(=O)Nc1cc(S(=O)(=O)N2CCOCC2)ccc1N1CCCC1	-8	0	-8%
CCOc1ccc(CCNC(=O)COC(=O)c2ccc(C)c(S(=O)(=O)N3CCOCC3)c2)cc1OCC	12	-1	12%
C[C@H](O)[C@@H]1CN2CCc3c([nH]c4ccccc34)[C@@H]2C[C@@H]1N(C)C(=O)Nc1ccc(F)cc1	6	0	-14%
CCn1c2ccccc2nc2cc3c(cc21)c(Cl)c(=O)c1ccccc13	0	-1	-61%[inhibitor]
Cc1cn([C@H]2C[C@H](O)[C@@H](CNCc3ccc4ncccc4c3)O2)c(=O)[nH]c1=O	-9	-8	-2%
O=C(CSc1ccc2nnc(-c3cccnc3)n2n1)Nc1ccccc1F	15	-2	7%
COCCCn1c(SCC(=O)N2CCCC2=O)nc2ccccc2c1=O	1	16	-6%
O=C(CNc1ccc(C(F)(F)F)cc1)Nc1cccc(S(=O)(=O)N2CCCCC2)c1	1	2	-35%
Cc1cc(=O)n2c(nc3ccccc32)s1	8	-8	6%
N#Cc1ccc(OCC(=O)NCCCN2CCCC2=O)cc1	-5	9	-18%
CN(NS(=O)(=O)c1ccc([N+](=O)[O-])cc1)c1ccccc1	-10	-2	-13%
COc1cccc(S(=O)(=O)N(C)C[C@H]2OCc3cn(nn3)CCCC(=O)N([C@H](C)CO)C[C@@H]2C)c1	3	-10	-1%
COc1cccc(NC(=S)NC(Cc2ccccc2)c2ccccc2)c1 (centres undefined)	-19	3	-1%
CC(C)(C)NC(=O)C(c1ccc(O)cc1)N(Cc1ccc2c(c1)OCO2)C(=O)CCl (centres undefined)	-1	-12	-11%
Cc1ccc(-c2ccc(CN3C(C)C(=O)N(Cc4cn(Cc5ccco5)nn4)CCS3(=O)=O)cc2)cc1 (centres undefined)	1	-1	-30%
O=C(Nc1ccc(Cl)cn1)c1cccc(S(=O)(=O)N2CCCCCC2)c1	-48	21	8%
CSc1ccccc1C(=O)C1CCCN(C(=O)c2cccc(Cn3cccn3)c2)C1 (centres undefined)	1	11	-4%
SMILES	KCNH2 3.1 inh	KCNH2 WT inh	a7 integrin act
C[C@@H]1CN([C@@H](C)CO)C(=O)c2cc(Br)cnc2O[C@H]1CN(C)C(=O)c1ccncc1	-6	-1	-4%
O[C@@H]1CN(Cc2cccs2)[C@@H](c2ccc(Cl)cc2)C[C@H]1n1cc(C2CC2)nn1	-11	-2	3%
COc1ccc(NC(=O)c2ccc(-c3ccc(F)cc3)o2)cc1OC	1	6	17%
CN(Cc1ccc(Cl)cc1Cl)C(=O)C1CSC2(C)CCC(=O)N12 (centres undefined)	-9	-13	-3%
COc1ccccc1CN(C)C[C@@H]1OCc2cnnn2CCCC(=O)N([C@@H](C)CO)C[C@H]1C	6	-25	-15%
C/C(=N\NC(=O)c1nnn(-c2nonc2N)c1CSc1ccc(C)cc1)c1cccs1	-18	12	10%
CC(C)c1cc(C(=O)OCC(=O)NC2CCS(=O)(=O)C2)c(O)c(C(C)C)c1 (centres undefined)	-1	-1	5%
COC1CC(N)C2OC(c3ccccc3)OCC2O1 (centres undefined)	-2	6	5%
O=C(C=Cc1ccc2c(c1)OCO2)C=Cc1ccc2c(c1)OCO2	-4	-5	4%
CC1Cc2ccccc2N1C(=O)CSc1ccccn1 (centres undefined)	-7	-3	-7%
CC(NC(=O)CN1c2cccc3cccc(c23)S1(=O)=O)c1ccccc1 (centres undefined)	-3	10	-1%
Cc1cccc(C)c1NC(=O)CNC(=O)c1ccc(N2CCOCC2)c([N+](=O)[O-])c1	11	-3	14%
O=[N+]([O-])c1cc2ccccc2c(O)c1O	-11	-2	-13%
C[C@H](CO)N1C[C@H](C)[C@@H](CN(C)S(=O)(=O)c2ccc3c(c2)OCCCO3)OCc2cnnn2CCCC1=O	-6	0	-4%
CCN(CC)C(=O)C1=C(C)N(CCCOC)C(=O)C(CC(=O)NCc2ccco2)C1 (centres undefined)	15	5	16%
Nc1nccc2c1ncn2C1OC(CO)C(O)C1O (centres undefined)	1	3	-8%
Cc1cc(C(=O)N2CCc3ccccc32)ccc1[N+](=O)[O-]	5	-2	-30%
CCc1nnc(NC(=O)c2ccc3c(=O)n4c(nc3c2)CCC4)s1	3	1	8%
COc1ccc(CCNC(=O)COC(=O)C2=NNC(=O)CC2)cc1	11	-4	6%
CC(Nc1ccc(Br)cc1)C(=O)NC(=O)NC1CCCCC1 (centres undefined)	8	7	5%
CC1CCCCC1=NNC(=O)c1ccccc1 (centres undefined)	6	4	-15%
CC1=C(C(=O)N(C)C)CC(CC(=O)NC2CCCC2)C(=O)N1CCC1=CCCCC1 (centres undefined)	2	-2	0%
O=C(COC(=O)C1COc2ccccc2O1)c1ccccc1 (centres undefined)	-5	-1	-11%
CCCCn1c(N)c(N(CCOC)C(=O)c2oc3c(Cl)cccc3c2C)c(=O)[nH]c1=O	10	-2	-24%
O=P(c1ccccc1)(c1ccccc1)C(O)c1cccs1 (centres undefined)	8	-7	7%
SMILES	KCNH2 3.1 inh	KCNH2 WT inh	a7 integrin act
COc1ccccc1-c1cnc2c(c1)C(=O)N([C@@H](C)CO)C[C@@H](C)[C@@H](CN(C)C(C)=O)O2	1	-3	6%
CC1CCCCC1NC(=O)CN1CCC(NC(=O)C(C)(C)C)CC1 (centres undefined)	-5	-9	6%
COc1ccc(S(=O)(=O)N(C)C[C@H]2Oc3ncc(Br)cc3C(=O)N([C@@H](C)CO)C[C@@H]2C)cc1	11	-9	-15%
Cc1ccc(Cc2c(-c3ccc(C#N)cc3)nc3ccc(Br)cn23)cc1	-24	-2	2%
COc1ccc(C(=O)COC(=O)c2cc(=O)c3ccccc3o2)c(OC)c1	18	-10	14%
COc1ccc2nc(C)cc(Nc3ccccc3OC)c2c1	4	8	-7%
C[C@H]1CN([C@@H](C)CO)S(=O)(=O)c2ccc(Br)cc2O[C@H]1CN(C)C(=O)CCN1CCCCC1	10	-11	12%
O=c1cc(-c2ccccc2)oc2ccc3ccccc3c12	0	3	6%
C[C@@H]1CN([C@H](C)CO)C(=O)c2cc(Br)cnc2O[C@H]1CN(C)Cc1cccnc1	-8	16	26%
N#CC(=Cc1ccccn1)c1nc(-c2ccc(Cl)cc2)cs1	9	1	9%
O=C(O)CSc1c(Cl)c(=O)oc2ccc(Cl)cc12	9	-15	18%
N#CC(C(O)c1ccccc1)N1CCOCC1 (centres undefined)	4	9	2%
O=C1NC(Cc2ccc(O)cc2)c2nc3cc(Cl)ccc3c(=O)n2-c2ncccc21 (centres undefined)	7	-12	-1%
COc1ccccc1N1CCN(S(=O)(=O)c2ccc([N+](=O)[O-])cc2)CC1	3	13	15%
